# Lipid droplet – modulators of hepatic lipid droplet formation; AML12 mouse hepatocytes, oleate lipid droplets, BODIPY imaging; inhibition, % at 6.5 µM; 240,000 compounds, 0.4% hits;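 active = lipid droplet intensity inhibited by at least 50%, with more than 500 cells counted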
#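 Material – AML12 mouse liver cells · Also added – oleate loading, 100 µM · Compound dosing – 6.5 µM single-point dosing · Times – overnight treatment with compound plus oleate · Measured by – fluorescence imaging, 20x objective, two fields per well · Read-out – percent inhibition of filter-corrected integrated lipid droplet intensity per well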
# Siah-1 displacement – blockers of Siah-1 interaction with plectin peptide – biochemical, fluorescence polarization, rhodamine-plectin, uHTS, primary screen (AID 1817); 290,000 compounds, 0.02% hits; displacement, % at 20 µM; hits with a dose series show IC50 in µM; Siah-1 / rhodamine-plectin peptide fluorescence polarization; higher % means a stronger effect;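 active = displacement of at least 50% at 20 µM, with a fluorescence ratio check between 0.3 and a set limit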;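 note: plate controls were Siah plus tracer with DMSO for no effect and tracer alone without Siah for full effect; strong numbers were not always called active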
# UTI89 phage lysis – inhibition of K1F phage lysis, E. coli UTI89, bacterial capsule biogenesis inhibitors, alamar blue (AID 488966); E. coli UTI89 K1F phage lysis, alamar blue, 2 h; higher % means a stronger effect; inhibition, % at 100 µM; hits with a dose series show IC50 in µM; 340,000 compounds, 0.02% hits;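 active = phage lysis inhibition, versus mean bacterial control, above a set limit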;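 note: capsule biogenesis inhibitors block K1F phage lysis so surviving cells raise fluorescence; higher fluorescence means more inhibition of phage lysis; actives were called in the ten point dose series up to 300 µM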
# Lipid droplet cells 6.5 µM – further read-out of Lipid droplet, marked with its call; cell count; measured here: cell count, cytotoxicity flag;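 cells counted across two imaged fields per well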
# * = called active by the depositor; & = joins results of further samples; [ ] = another dose, or the depositor's remark. Some of the compounds tested; count on the stated rates, not on these rows.
SMILES,Lipid droplet,Lipid droplet cells 6.5 µM,Siah-1 displacement,UTI89 phage lysis
COc1cc(C)c(S(=O)(=O)NOCc2ccc([N+](=O)[O-])cc2)c(C)c1C,-22,845,-6%,2.7%
COCCNC(=O)/C(C#N)=C/c1c(N2CCCCCC2)nc2ccccn2c1=O,-4,827,4%,-0.4%[50 µM]
C/C(=N\NC(=O)c1cccs1)c1ccc(C(=O)O)s1,2,839,2%,0.3%
COc1ccc(S(=O)(=O)n2c([N+](=O)[O-])cnc2C)c(C)c1C,-6,819,6%,0.3%
CCCCn1c(N)c(N(CCOC)C(=O)CSc2n[nH]c(-c3ccc(OC)cc3)n2)c(=O)[nH]c1=O,-8,812,2%,0.2%
CCc1noc(C)c1C(=O)NC1CCCc2c1cnn2-c1cc(C)cc(C)c1 (stereo not given),3,759,2%,0.1%
O=C(CSc1ccccc1C(=O)O)c1ccc(Cl)cc1,8,737,2%,0.3%
CCC(C)NC(=O)c1ccc(C)c(NC(=O)C2=C(C)OCCS2)c1 (stereo not given),-6,829,-2%,-0.1%
CCN(CC)c1ccc(C2Nc3cccc4cccc(c34)N2)cc1,2,836,-4%,-0.3%
O=C(COC(=O)/C=C/c1cccs1)NC1CCCCC1,19,640,-2%,0.0%
CCC(NC(=O)c1cc(COc2cc(C)c(Cl)c(C)c2)on1)c1ccncc1 (stereo not given),8,702,1%,0.0%
CCOc1ccc(S(=O)(=O)Nc2ccccc2C(=O)N2CCOCC2)cc1,8,825,-3%,0.1%
COc1cc(CNn2c(C)n[nH]c2=S)cc(Br)c1OCC(=O)NC(C)(C)C,-3,809,8%,0.8%
COc1ccc(OC)c(S(=O)(=O)NCc2ccccn2)c1,8,841,2%,0.1%
CCC(C(=O)NC(CC(=O)O)c1ccc(Cl)cc1)c1ccccc1 (stereo not given),-19,684,0%,0.3%
CCCCNC(=O)c1sc(=S)n2c1[nH]c(=O)c1ccc(C(=O)NCCc3ccc(OC)c(OC)c3)cc12,-4,735,-9%,0.0%
O=S(=O)(NCC1(N2CCOCC2)CCCCC1)c1ccc(Cl)cc1C(F)(F)F,-22,665,7%,-0.5%
Cc1cc(CNC(=O)C2CCC(=O)N(Cc3ccccc3F)C2)on1 (stereo not given),-1,793,-5%,0.0%
COc1ccc(OC)c(C(=O)NC(CC(N)=O)c2ccc(N3CCN(c4ccccc4)CC3)c([N+](=O)[O-])c2)c1 (stereo not given),-7,814,-4%,0.0%
COC(=O)c1ccc(CNC(=O)c2ccc3oc(C(C)C)nc3c2)cc1,3,653,2%,0.0%
Cc1ccc(C)c(-c2csc(-c3cccnc3)n2)c1,-3,784,4%,1.0%
CCn1cc(C(=O)NCCCOC(C)C)c(=O)c2cc(S(=O)(=O)N3CCOCC3)ccc21,0,703,-2%,0.0%
O=C(Cn1c(=O)oc2ccc(Cl)cc21)NC1CCCCC1,4,725,-1%,4.3%
COc1ccc(CCN(C)C(=O)c2cc(-c3ccccc3)nc3ccc(C)cc23)cc1OC,-14,656,-4%,1.5%[50 µM]
CC(=O)Oc1ccc(C(=O)Nc2ccc(S(=O)(=O)N3CCOCC3)cc2)cc1,1,792,10%,-0.1%
COc1cccc(C(C(=O)NCc2ccccc2)N(C(=O)c2csnn2)C2CC2)c1 (stereo not given),-16,822,3%,-0.1%
COc1ccc(NC(=O)c2ccc(NC(=O)c3ccco3)cc2)c(OC)c1,-10,755,-3%,-0.1%
Cc1oc2cc3oc(=O)c(CCC(=O)N(C)CC(=O)O)c(C)c3cc2c1C,-10,827,-2%,-1.3%[50 µM]
COc1ccc(CCNC(=O)C2CCCN(S(=O)(=O)c3cc(C)ccc3OC)C2)cc1OC (stereo not given),-16,671,9%,0.3%
O=C(O)c1ccc(/C=C2\CCCc3c2nc2ccccc2c3C(=O)O)cc1,10,836,-4%,0.0%
COc1cccc(OCc2cc(C(=O)N(Cc3nccn3C)C(C)C)no2)c1,-6,670,-2%,0.1%
CCCC(O)(c1ccc(Br)cc1)C(CN1CCOCC1)c1ccc(Cl)cc1 (stereo not given),-16,862,-4%,0.1%[50 µM]
COc1cccc(NC(=O)C2C3C=CC4(O3)C2C(=O)N(CCCN2CCC(C)CC2)C4C(=O)NC2CCCCC2)c1 (stereo not given),-2,817,13%,-0.3%
CCOc1ccc(OCC)c(NC(=O)CN(c2ccc(OC)cc2)S(=O)(=O)c2c(C)noc2C)c1,-65,696,6%,0.2%
Cc1c(Cl)cccc1NC(=O)Cn1c(CCC(=O)O)ccc1-c1ccc(Cl)cc1,-13,798,0%,0.2%
COc1ccc(-n2c(=O)[nH]cc(C(=O)Nc3ccc4c(c3)OCCO4)c2=O)cc1OC,-1,841,-3%,0.4%
Cc1cccc(C(=O)Nc2ccc(C(=O)N/N=C/c3cccc(C)n3)cc2)c1,20,688,2%,-0.3%
Cc1cc(NC(=O)C2CCCCC2C(=O)O)ccc1NC(=O)c1ccccc1 (stereo not given),-4,682,-6%,1.0%[50 µM]
CCc1ccc(NC(=O)C(=O)NNC(=O)c2ccc(OC)cc2)cc1,-10,739,0%,6.1%
CCOC(=O)c1sc(N2C(=O)C(O)=C(C(=O)c3ccco3)C2c2ccc([N+](=O)[O-])cc2)nc1C (stereo not given),-6,672,-4%,-1.1%[50 µM]
O=S(=O)(c1ccc(F)cc1)c1nc(-c2ccccc2)oc1N1CCOCC1,-6,810,5%,-0.2%
Cc1ccc(NC(=O)Nc2cccc(F)c2)nc1,-10,772,2%,-0.2%
CCOC(=O)C1CCCN(C2=NC(=O)/C(=C/c3ccc(N(C)C)cc3)S2)C1 (stereo not given),-5,828,-5%,-0.3%
CSc1ccccc1NC(=O)Nc1cccc2ccccc12,3,637,-3%,1.2%[50 µM]
COc1ccc(CNC(=O)CN(C)Cc2ccc(SC)cc2)cc1,-32,787,1%,1.0%
Cc1nnc2n1N=C(c1ccccc1)CS2,-1,421,11%,0.1%
O=C(c1ccc(S(=O)(=O)Nc2cccc(C(F)(F)F)c2)cc1)N1CCOCC1,58*,792*,9%,-0.2%
CCOc1cc(NC(=O)c2ccccc2C(=O)O)c(OCC)cc1NC(=O)c1ccccc1F,-33,757,-3%,1.1%
COCCn1c(=NC(=O)CSCC(=O)N2CCOCC2)sc2ccccc21,6,570,13%,-0.5%[50 µM]
COc1cccc(CNC(=O)[C@H](CC(C)C)NC(=O)N2CCn3c2nc2ccccc23)c1,1,738,2%,0.0%
CCN(CC)Cc1c(C(=O)N/N=C(\C)c2ccncc2)nnn1-c1nonc1N,22,697,2%,0.1%
COc1ccc(OC)c(NC(=O)CN2C(=O)COc3ccc(S(=O)(=O)N4CCCC4)cc32)c1,-5,719,-2%,0.0%
O=C(CCc1ccccc1)NNC(=S)NCc1ccc(Cl)cc1,1,828,0%,0.6%[50 µM]
Cc1cc(C)n(-c2nc3ccccc3nc2N2CCN(S(=O)(=O)c3cccc(C#N)c3)CC2)n1,-4,830,-2%,0.4%
COC(=O)C1(C)NC(c2ccc(O)cc2)C2C(=O)N(c3ccccc3)C(=O)C21 (stereo not given),6,815,1%,0.3%
COc1ccc(-n2nc3c(c2NC(=O)c2ccccc2S(=O)(=O)C(F)F)CS(=O)(=O)C3)cc1,8,687,11%,0.3%[50 µM]
CN(C)c1ccc(NC(=O)CCCCCn2nnc3ccccc3c2=O)cc1,-3,751,12%,-1.1%[50 µM]
Cc1ccc(C(=O)C2=C(O)C(=O)N(Cc3cccnc3)C2c2ccc(Br)cc2)o1 (stereo not given),-3,681,13%,-0.1%
COc1ccc(NC(=O)CN(C)C(=O)Cc2ccsc2)cc1,2,807,-4%,1.2%[50 µM]
NC(=O)Cn1cnc2c(nnn2-c2ccc(F)cc2)c1=O,-9,831,-5%,0.1%
# New compounds follow
SMILES,Lipid droplet,Lipid droplet cells 6.5 µM,Siah-1 displacement,UTI89 phage lysis
COc1ccc(OC)c(NC(=O)c2cccc(N3C(=O)C4C5CCC(C5)C4C3=O)c2)c1 (stereo not given),-28,835,2%,0.0%
COc1ccccc1CN1CCCC(CN(CCN(C)C)C(=O)C2CCCC2)C1 (stereo not given),-1,740,3%,-0.9%
O=C(NCCO)c1cc(-c2cc(C(=O)NCCO)c3ccccc3n2)nc2ccccc12,-1,704,2%,0.2%
COc1cccc(NS(=O)(=O)c2ccc3c(c2)N(C(C)=O)CCO3)c1,-2,772,2%,0.1%
CCCCc1nc2cc(C(=O)N(C)CCc3cn[nH]c3)ccc2o1,28,789,6%,0.1%
CC(=O)N1CCSc2ccc(S(=O)(=O)Nc3ccc(C)cc3)cc21,9,705,-1%,0.1%
O=C1NC(=S)N/C1=C/c1ccc2c(c1)OCO2,-6,705,2%,0.1%
O=C(O)/C=C/c1ccc(S(=O)(=O)Nc2ccc3[nH]c(=O)[nH]c3c2)cc1,5,714,-2%,-0.2%
O=C(NCc1cc(C(F)(F)F)ccc1F)C1CCC(=O)N(C2CC2)C1 (stereo not given),-2,816,-2%,-0.3%
CCC1=NN2C(=N)/C(=C\c3ccc(OCCOc4ccccc4OC)cc3)C(=O)N=C2S1,0,769,4%,0.3%
Cc1ccc(-n2nc3c(=O)n(CC(=O)NCCCc4ccccc4)nc(C)c3c2C)cc1,65*,751*,-1%,0.3%
Nc1ccn([C@H]2C[C@H](O)[C@@H](CO)O2)c(=O)n1,12,805,-2%,1.9%&-6.5%

# Twelve of the compounds above, as tab-separated lines.
mol	Lipid droplet	Lipid droplet cells 6.5 µM	Siah-1 displacement	UTI89 phage lysis
Cc1ccc(C(=O)C2=C(O)C(=O)N(Cc3cccnc3)C2c2ccc(Br)cc2)o1 (stereo not given)	-3	681	13%	-0.1%
COc1ccc(NC(=O)CN(C)C(=O)Cc2ccsc2)cc1	2	807	-4%	1.2%[50 µM]
NC(=O)Cn1cnc2c(nnn2-c2ccc(F)cc2)c1=O	-9	831	-5%	0.1%
COc1ccc(OC)c(NC(=O)c2cccc(N3C(=O)C4C5CCC(C5)C4C3=O)c2)c1 (stereo not given)	-28	835	2%	0.0%
COc1ccccc1CN1CCCC(CN(CCN(C)C)C(=O)C2CCCC2)C1 (stereo not given)	-1	740	3%	-0.9%
O=C(NCCO)c1cc(-c2cc(C(=O)NCCO)c3ccccc3n2)nc2ccccc12	-1	704	2%	0.2%
COc1cccc(NS(=O)(=O)c2ccc3c(c2)N(C(C)=O)CCO3)c1	-2	772	2%	0.1%
CCCCc1nc2cc(C(=O)N(C)CCc3cn[nH]c3)ccc2o1	28	789	6%	0.1%
CC(=O)N1CCSc2ccc(S(=O)(=O)Nc3ccc(C)cc3)cc21	9	705	-1%	0.1%
O=C1NC(=S)N/C1=C/c1ccc2c(c1)OCO2	-6	705	2%	0.1%
O=C(O)/C=C/c1ccc(S(=O)(=O)Nc2ccc3[nH]c(=O)[nH]c3c2)cc1	5	714	-2%	-0.2%
O=C(NCc1cc(C(F)(F)F)ccc1F)C1CCC(=O)N(C2CC2)C1 (stereo not given)	-2	816	-2%	-0.3%

# Next part
SMILES,Lipid droplet,Lipid droplet cells 6.5 µM,Siah-1 displacement,UTI89 phage lysis
Cc1cc(C)c(NC(=O)c2cccs2)c(C)c1NC(=O)c1cccs1,2,820,-2%,0.4%
Cc1ccc(-c2ccc(/C=N\n3cnnc3)o2)c(Br)c1,-1,795,5%,0.0%
CC(C)CC1Nc2ccc(C(=O)NCCCN3CCOCC3)cc2NC1=O (stereo not given),-6,834,10%,-0.2%
COc1ccc(NC(=O)CCS(=O)(=O)c2ccc3c(c2)oc(=O)n3C)cc1OC,1,669,1%,0.3%
Cc1cc(OC(=O)c2ccccc2C(F)(F)F)c([N+](=O)[O-])c(=O)[nH]1,18,763,12%,-2.0%
Cc1ccc(-n2nc(C(=O)O)c(C)c(C#N)c2=O)cc1Cl,-2,827,0%,-0.1%
O=C(Nc1cccc([N+](=O)[O-])c1)c1cc(S(=O)(=O)Nc2ccccn2)ccc1Cl,-1,801,1%,3.3%[50 µM]
C#CCOn1c(-n2nc(C)cc2C)nc2ccccc2c1=O,25,672,-10%,0.2%
COc1cc(C)cc(CN2CCC(Cc3ccccc3)CC2)c1O,-5,817,5%,0.0%
COc1ccccc1-c1cc(C(=O)N2CCOCC2)no1,-8,779,14%,0.3%
COc1ccc(NC(=O)c2cccnn2)cc1,-18,662,6%,0.4%
CC1(C(=O)NCCOc2ccccc2Cl)CC1(Cl)Cl (stereo not given),0,810,1%,-1.4%
Cc1cc(C)c(NC(=O)CCCCCNC2CCCCC2)c(C)c1,15,817,-4%,-2.0%
Cc1c(C(=O)Nc2ccccc2F)sc2nc3n(c(=O)c12)CCC3,-4,695,10%,5.1%
O=C(Cc1ccccc1)NCC(=O)OCC(=O)c1ccc(Cl)cc1,-1,699,0%,-0.3%[50 µM]
Cc1ccc(NC(=O)Cn2c(=O)oc3ccccc32)cc1C,-6,827,5%,0.4%

# High-throughput results as filed in PubChem.
